PKM2 act: activators of human pyruvate kinase M2; P14618; purified PKM2, Kinase-Glo ATP luminescence, activation; response scale: 0% is enzyme alone, no compound; Potency, µM (titrated, usually from 57.5 µM), for the others: top-dose activation, usual class: activators; 0.34% of 260,000 active; AID 1631; also: potency is read from the fitted curve at half-maximal effect; % is scaled to controls: 0 for no effect and ±100 for the full control effect; nearly all actives have a fitted effect of over 55% in size
Target sequence (P14618 whole entry, looked up): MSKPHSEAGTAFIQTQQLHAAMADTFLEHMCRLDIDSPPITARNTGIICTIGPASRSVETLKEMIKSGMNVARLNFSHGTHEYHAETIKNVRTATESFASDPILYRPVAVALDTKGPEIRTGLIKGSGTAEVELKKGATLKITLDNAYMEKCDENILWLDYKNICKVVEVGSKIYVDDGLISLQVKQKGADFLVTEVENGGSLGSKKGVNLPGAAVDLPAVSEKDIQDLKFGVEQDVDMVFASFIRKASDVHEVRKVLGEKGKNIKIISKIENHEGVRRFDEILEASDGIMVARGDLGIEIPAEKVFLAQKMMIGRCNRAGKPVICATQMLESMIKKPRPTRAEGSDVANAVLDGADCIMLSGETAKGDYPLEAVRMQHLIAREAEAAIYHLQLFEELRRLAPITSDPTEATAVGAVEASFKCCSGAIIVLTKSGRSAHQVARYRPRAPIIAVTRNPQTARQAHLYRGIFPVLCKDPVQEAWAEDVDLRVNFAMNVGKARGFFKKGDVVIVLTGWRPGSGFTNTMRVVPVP
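Kinase-Glo luminescence reports ATP generated from ADP (0.1 mM) and PEP (0.5 mM) by purified hPK-M2 after 1 h at room temperature, pH 7.2 imidazole buffer; intermediate enzyme activity allows detecting inhibitors and activators.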
VP16 counter: counter-screen for ROR gamma inhibitors: Gal4-VP16 reporter; Drosophila S2 Gal4-VP16 UAS-luciferase, luminescence, 20 h; AID 2546; 3.5% of 310,000 active; Potency, µM (titrated, usually from 53.6 µM), inactives show top-dose activity, negative = inhibition, usual class: inhibitors;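 also: Gal4-VP16 expression switched on by copper sulfate through the metallothionein promoter; potency is read from the fitted curve at half-maximal effect; % is scaled to controls: 0 for no effect and ±100 for the full control effect; nearly all actives have a fitted effect of over 50% in size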
Mito fusion yeast: blocks mitochondrial division or promotes mitochondrial fusion; S. cerevisiae fusion-defective mutant growth rescue, CellTiterGlo 48 h; Potency, µM (titrated, usually from 46.1 µM), inactives show top-dose growth rescue (activation), actives largely listed as activators; 0.23% of 320,000 active;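 also: potency is read from the fitted curve at half-maximal effect; % of control where 0% means no effect; nearly all actives have a fitted effect of over 45% in size; temperature-sensitive fusion mutants such as fzo1-1 at 37 °C on non-fermentable ethanol glycerol medium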
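S. cerevisiae fusion-defective temperature-sensitive mutants (e.g. fzo1-1, mgm1-5) grown 48 h at 37C in YPEG (ethanol/glycerol non-fermentable) medium with 23 nl compound per well; growth rescue read as CellTiterGlo luminescence.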
Menin MLL FP TR: displaces Texas Red mutant MLL peptide from human menin; O00255; Menin + Texas Red MLL mutant peptide, fluorescence polarization; Potency, µM (top dose mostly 61.6 µM), without a hit: at the top dose FP activity change, negative = inhibition, most hits filed as inhibitors; 0.23% of 270,000 active; AID 1768; active = well fitted inhibition curve with a large enough effect in the polarisation, with a control signal flat, not every such curve was filed as active; inconclusive = small, poorly fitted or top-dose-only effect, or effect the other way, or a change in a side signal; inactive = no such curve, though single readings can be large or run the other way; the % refers to the polarisation; also: potency is read from the fitted curve at half-maximal effect; % of control where 0% means no effect; many of its hits are not listed in these tables
FLuc counter: inhibits or activates purified firefly luciferase, miR-21 counter-screen; purified FLuc, Km substrates, luminescence inhibition; Potency, µM (titrated, usually from 57.5 µM), inactives show top-dose activity change, negative = inhibition, most hits filed as inhibitors; 6.9% of 360,000 active;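 also: potency is read from the fitted curve at half-maximal effect; plate controls were vehicle for no effect and reference inhibitor for full effect; nearly all actives have a fitted effect of over 55% in size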
Target sequence (P08659 whole entry, looked up): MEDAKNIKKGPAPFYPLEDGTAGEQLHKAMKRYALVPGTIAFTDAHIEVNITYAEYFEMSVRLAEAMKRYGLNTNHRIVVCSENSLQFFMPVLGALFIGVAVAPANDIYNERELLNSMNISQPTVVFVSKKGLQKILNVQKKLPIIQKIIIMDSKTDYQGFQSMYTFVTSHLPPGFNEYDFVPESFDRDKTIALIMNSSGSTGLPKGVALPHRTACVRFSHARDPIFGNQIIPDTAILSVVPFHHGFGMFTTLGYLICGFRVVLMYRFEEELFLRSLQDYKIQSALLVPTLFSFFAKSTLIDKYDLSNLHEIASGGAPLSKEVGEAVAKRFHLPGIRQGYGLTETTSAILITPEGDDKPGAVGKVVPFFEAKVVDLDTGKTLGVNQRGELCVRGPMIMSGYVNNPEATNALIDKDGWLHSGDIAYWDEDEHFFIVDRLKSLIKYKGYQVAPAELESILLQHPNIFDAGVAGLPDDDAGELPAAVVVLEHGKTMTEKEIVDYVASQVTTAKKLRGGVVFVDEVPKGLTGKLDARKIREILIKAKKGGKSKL
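Purified P. pyralis luciferase, 10 nM final, with Km-level 10 uM D-luciferin and 10 uM ATP in 50 mM Tris acetate pH 7.5, 10 mM Mg acetate, 0.01% Tween-20, 0.05% BSA; 6-point qHTS titration about 60 µM downward; luminescence read.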
Rab9 prom act: Rab9 promoter activation; Huh7 Rab9 promoter-luciferase reporter, luminescence, 24 h; Potency, µM (titrated, usually from 9.22 µM), without a hit: at the top dose activation, negative = inhibition, actives largely listed as activators; 2.8% of 320,000 active; also: potency is read from the fitted curve at half-maximal effect; % of control where 0% means no effect; nearly all actives have a fitted effect of over 60% in size
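Huh7 reporter line, Rab9 promoter upstream of luciferase. Compound exposure 24 h at 37 °C in reduced-serum medium with 10% FBS. Read-out: luminescence.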
ELG1 repair inh: inhibitors of ELG1-dependent DNA repair in HEK293T cells; 2.3% of 330,000 active; HEK293T ELG1-luciferase reporter, luminescence, 16 h; DNA damage induced by 5-fluorouridine; Potency, µM (titrated, usually from 46.1 µM), for inactives: at the highest dose activity change, negative = inhibition, actives largely listed as inhibitors; AID 504467; also: potency is read from the fitted curve at half-maximal effect; % is scaled to controls: 0 for no effect and ±100 for the full control effect; nearly all actives have a fitted effect of over 55% in size
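HEK293T cells expressing luciferase-tagged ELG1 (2,000/well) received 5-Fluorouridine plus compound or DMSO for 16 hr at 37 °C. Luciferase was read by ONE-Glo luminescence after 30 min at room temperature.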
MBNL1-CUG inh: blocks human MBNL1 binding to CUG repeat RNA; Q9NR56; TR-FRET MBNL1-His/biotin-(CUG)12 binding, 665/545 ratio; Potency, µM (series often up to 57.5 µM), without a hit: top-dose activity change, negative = inhibition, usual class: inhibitors; 0.036% of 280,000 active; AID 2675; active = well fitted inhibition curve with a large enough effect in the signal ratio, with a control signal flat, not every such curve was filed as active; inconclusive = small, poorly fitted or top-dose-only effect, or effect the other way, or a change in a side signal; inactive = no such curve, though single readings can be large or run the other way; the % refers to the signal ratio; also: potency is read from the fitted curve at half-maximal effect; % is scaled to controls: 0 for no effect and ±100 for the full control effect
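MBNL1-His + Biotin-(CUG)12, cpd titration 92 nM–58 uM; Tb anti-His Ab 0.055 ng/ul, SA-XL665 5 nM (final); 60 min RT; ratiometric 665/545 nm, Ex 340 nm; normalized to buffer and full-complex controls.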
RORg inh: inhibitors of mouse ROR gamma transcriptional activity. P51450. Drosophila S2 Gal4-RORgamma UAS-luciferase reporter, 20 h. Potency, µM (highest dose often 53.6 µM), without a hit: at the top dose activity change, negative = inhibition, usual class: inhibitors. 5.4% of 310,000 active. AID 2551; also: potency is read from the fitted curve at half-maximal effect; % is scaled to controls: 0 for no effect and ±100 for the full control effect; nearly all actives have a fitted effect of over 60% in size
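Read-out: Photinus luciferase luminescence; inhibitors lower reporter signal. Insect Schneider cells with Gal4-ROR gamma fusion under metallothionein promoter, UAS reporter; 700 uM final copper sulfate induction, 20 hr, ambient temperature.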
NPC1 promoter act: activators of NPC1 promoter; Potency, µM (highest dose often 9.22 µM), for inactives: at the top dose activation, hits mostly activators; 2.4% of 320,000 active; Huh7 NPC1 promoter luciferase reporter, 24 h; AID 485313;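 also: potency is read from the fitted curve at half-maximal effect; % of control where 0% means no effect; nearly all actives have a fitted effect of over 60% in size; reporter is driven by a mutant NPC1 promoter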
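NPC1 promoter–luciferase Huh7 cells; 24 h compound; luminescence.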
KCNH2 3.1 inh: blocks the human KCNH2 3.1 channel isoform; U2OS KCNH2 3.1, thallium flux FluxOr; stronger effect = lower value; activity change, % (tested at about 1.8 µM); 0.95% of 340,000 active;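 active = maximum activity change below -70%; inconclusive = maximum activity change from -70% to -50%; inactive = maximum activity change above -50%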;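 also: thallium influx rate constant from kinetic fluorescence after stimulation buffer; % is scaled to controls: 0 for no effect and ±100 for the full control effect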
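Steps: virus added to U2OS suspension (4 h, RT, dark); medium with 10% FBS added, cells plated, 37 C overnight; FluxOr/Red40 loading buffer 45 min RT; stimulation buffer, 2 min kinetic read; rate constant normalized.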
* = called active by the depositor; ? = inconclusive; / = not tested or not shown; [ ] = another dose, or the depositor's remark. Unless noted, calls follow the shape of the dose curve; as a rule, active = well fitted curve in the direction sought with a large enough effect; inconclusive = small, poorly fitted or top-dose-only effect, or another doubt; inactive = no such curve, though single readings can be large; an effect the other way counts as inactive or inconclusive. A portion of the library; rates above refer to the full screens.

SMILES	PKM2 act	VP16 counter	Mito fusion yeast	Menin MLL FP TR	FLuc counter	Rab9 prom act	ELG1 repair inh	MBNL1-CUG inh	RORg inh	NPC1 promoter act	KCNH2 3.1 inh
CCc1ccc(NC(=O)/C(C#N)=C/c2cc3ccc(C)cc3nc2N2CCOCC2)cc1	-1%	-21%	-11%	6%	-1%	-6%	-13%	26%	11%	-2%	-13
N#Cc1c(-c2ccc(F)cc2)noc1N	0%	-2%	1%	-2%	2%	5%	11%	-2%	?	-3%	-24
CCN1CCN(S(=O)(=O)c2ccc(Cl)c(C(=O)N(C)C(c3ccccc3)c3ccccc3)c2)CC1	/	/	9%	/	-2%	1%	-23%	/	/	-5%	13
Cc1ccc(/C=C2\SC(=S)N(CCCC(=O)Nc3ccccc3C(=O)O)C2=O)cc1	7%	?	4%	/	4%	-2%	0%	3%	-27%	3%	-13
CC1=C(C(=O)OC(C)C)C(c2ccncc2)n2ncnc2N1 (stereo unspecified)	-6%	-13%	-4%	-8%	1%	/	/	3%	-7%	/	-2
Cc1nc(CSc2ccc(Cl)cc2)cc(NCc2ccccc2)n1	4%	-1%	10%	-8%	-30%	10%	21%	-3%	24%	0%	-3
Cc1c(Cl)cnc(NC(=O)COC(=O)[C@H](C)NC(=O)c2ccccc2)c1Cl	/	/	0%	/	/	0%	11%	/	/	-2%	-2
O=C(NCc1ccc2c(c1)OCO2)C1CCN(C(=O)Nc2ccc(Cl)cc2)CC1	-5%	-7%	-1%	-25%	4%	-2%	-16%	-4%	-7%	0%	-12
CN1CCC(=O)N([C@H](CSc2ccccc2)c2ccccc2)CC1	1%	4%	-5%	-6%	-10%	18%	28%	-3%	19%	8%	-124*
O=C(N=C1SC2CS(=O)(=O)CC2N1c1ccccc1Cl)C1CCCO1 (stereo unspecified)	/	3%	-3%	2%	0%	-1%	2%	-1%	-42%	-2%	-3
COC(=O)CCC(=O)Nc1cccc2ccccc12	-1%	-9%	-1%	11%	-1%	-2%	-11%	15%	8%	-2%	-2
COC(=O)Cc1[nH]nc2c1C1(C(=O)N(Cc3ccccc3)c3ccccc31)C(C#N)=C(N)O2 (stereo unspecified)	0%	1%	-7%	6%	2%	2%	8%	2%	36%	-2%	1
O=C(CCS(=O)(=O)c1cccs1)Nc1ccc(C(=O)NC2CCCC2)cc1	1%	-4%	-1%	-5%	-2%	-8%	-22%	-2%	14%	-3%	-4
COc1ccc(C2N(c3ccc(F)cc3)C(=O)C3CCCN32)cc1 (stereo unspecified)	3%	4%	0%	-12%	0%	7%	20%	-12%	29%	6%	9
COCc1nnc(NS(=O)(=O)c2ccc(C)cc2)s1	0%	-12%	-3%	8%	5%[2.3 µM]	1%	-3%	1%	-10%	-3%	6
CN(C)c1ccc(CN(C)C2CCCCC2)cc1	3%	8%	-2%	10%	9%	1%	5%	11%	16%	0%	-1
NS(=O)(=O)c1ccc(CCNC(=O)C(=O)NCC2OCCN2S(=O)(=O)c2ccc(Cl)cc2)cc1 (stereo unspecified)	-11%	16µM*	3%	-6%	-1%	-22%	?	8%	30%	-4%	-8
Cc1ccc(C)c(NC(=S)NCCSc2ccc(Cl)cc2)c1	4%	5µM*	0%	-2%	5%	1%	2%	?	2.5µM*	1%	19
O=c1[nH]c(-c2ccccn2)nc2ccccc12	-11%	7.1µM*	-3%	-7%	24µM*	?	?	20%	4µM*	?	-2
COc1ccc(S(=O)(=O)N2CCCC(C(=O)N3CCCCCC3)C2)cc1 (stereo unspecified)	-4%	-9%	19%	4%	0%	-6%	-2%	-7%	0%	-1%	3
Cc1cc(NCCOCCO)n2c(nc3ccccc32)c1C#N	/	-3%	1%	-19%	-4%	6%	3%	21%	12%	1%	18
CCCCN(C(=O)C1CC(=O)N(c2ccc(C)cc2)C1)c1c(N)n(CCC)c(=O)[nH]c1=O (stereo unspecified)	/	/	1%	/	-2%	2%	14%	/	/	0%	-9
Cc1nn(-c2ccccc2)c(C)c1/C=C/C(=O)OCC(=O)NC1CCS(=O)(=O)C1 (stereo unspecified)	5%	19%	-8%	-3%	1%	19%	?	7%	20%	6%	29
O=C(CSc1nnc(-c2ccccc2O)o1)N1CCOCC1	-1%	21%	-3%	-5%	?	3.2µM*	?	2%	15%	?	4
Cc1ccc(N(C)S(=O)(=O)c2cccc(C(=O)NC3CC(C)(C)NC(C)(C)C3)c2)cc1	/	/	2%	/	-1%	-5%	10%	/	/	-5%	-18
COc1ccc(S(=O)(=O)N2CCC(C(=O)NCCC3=CCCCC3)CC2)cc1OC	2%	0%	-4%	0%	3%	-3%	4%	-12%	7%	0%	5
N#Cc1ccc(Cn2c(-c3ccc(F)cc3)noc2=O)cc1	-4%	0%	3%	4%	-4%	3%	?	-2%	-5%	10%	-9
O=C(Nc1ccc(NC(=O)c2ccccc2F)cc1)c1cccs1	/	/	19%	/	-15%	3.5µM*	?	/	/	?	7
CCCCOc1ccc(C(=O)N/C(=C\c2cccc([N+](=O)[O-])c2)C(=O)OC(C)C)cc1	1%	-3%	-2%	4%	6%	0%	-3%	21%	0%	-7%	-11
COc1ccc(CCNC(=O)C2(c3ccccc3)CC2)cc1	-4%	11%	5%	/	4%	2%	11%	-8%	-16%	-3%	-4
Cc1cc(C)c(NS(=O)(=O)c2ccc(NC(=O)/C=C/C(=O)O)cc2)c(C)c1	-3%	-6%	3%	-4%	6%	-1%	5%	-7%	11%	-4%	/
Cc1cccc2sc(NNC(=O)c3cc(=O)c4ccccc4o3)nc12	-11%	?	-7%	?	4.8µM*	?	?	6%	4µM*	?	-4
COc1ccc(Nc2ncnc3sc(-c4ccccc4)cc23)cc1OC	7%	-8%	5%	?	12µM*	0%	?	30%	-1%	1%	-14
Cc1ccccc1NC(=S)N(Cc1ccco1)C(C)c1cccs1 (stereo unspecified)	1%	-4%	-1%	-5%	-1%	1%	-3%	-6%	?	-3%	19
COc1ccccc1C1=CC(=O)C[C@H](c2ccc(F)cc2)C1	/	/	?	/	10%	-6%	?	/	/	0%	0
Cc1cc(NC(=O)Cn2nc([N+](=O)[O-])c(Br)c2C)no1	3%	10%	-5%	12%	-1%	-1%	11%	?	-10%	-1%	5
COc1ccc(CNC(=O)CC2(CC(=O)O)CCCCC2)cc1	/	16%	6%	21%	-1%	-2%	-5%	-2%	1%	0%	-19
CSc1nnc2n(-c3ccc(C)cc3)c(=O)c3c4c(sc3n12)COC(C(C)C)C4 (stereo unspecified)	-2%	1%	-1%	-7%[11.7 µM]	2%	1%	-3%	-12%	-31%	-3%	0
CCNC(=O)C1=C(O)c2sccc2N(C)S1(=O)=O	4%	-13%	-5%	11%	-20%	-6%	5%	-3%	-1%	-7%	-7
Cc1sc2ncn(CC(=O)NCCCC(=O)N3CCC(C)CC3)c(=O)c2c1C	-9%	-8%	1%	2%	0%	1%	-4%	-4%	8%	-1%	5
Oc1ccc2cc(Br)ccc2c1CN1CCCC1	1%	-3%	22%	?	5%	1%	6%	4%	14%	-5%	9
CC1(C)CC(=O)/C(=C(\O)CCCN2C(=O)c3ccccc3C2=O)C(=NCCO)C1	1%	5%	3%	-3%	-2%	-15%	0%	4%	0%	-4%	5
CC(C)(Oc1ccc(Cl)cc1)C(=O)OCn1nnc2ccccc2c1=O	-2%	2.5µM*	-6%	32%[activator]	0%	-4%	6%	-9%	?	2%	2
Cc1cc(NC(=S)Nc2cccc3ccccc23)n[nH]1	-8%	5µM*	-1%	4%	-12%	?	19%	32%[activator]	2.8µM*	?	-3
CCn1c(=O)cc(OCC(=O)N(C)C2CCCCC2)c2ccccc21	6%	1%	2%	-11%	-12%	2%	?	3%	-1%	-7%	/
CC(C)OP(=O)(c1ccc(N(C)C)cc1)C(O)c1ccc(N(C)C)cc1 (stereo unspecified)	/	4%	1%	10µM*	?	1%	-12%	-1%	30%	-3%	12
COc1cccc(-c2nc(CS(=O)(=O)CC(=O)NCCc3cc(OC)ccc3OC)c(C)o2)c1	/	-8%	3%	-8%	-1%	0%	21µM*	4%	-5%	-3%	-15

From PubChem BioAssay
